# GLP-1R agonist = qHTS of GLP-1 Receptor Agonists | Glucagon-like peptide 1 receptor (Homo sapiens), P43220 | HEK293 GLP-1R CRE-luciferase, luminescence, 4-6 h; cells express a hypersensitive GLP-1R form | Potency, µM (doses to about 45.6 µM), inactives show at the top dose activation, most hits filed as activators | 0.007% of 380,000 active; also: potency is read from the fitted curve at half-maximal effect; % of control where 0% means no effect
# Target sequence (P43220 whole entry, looked up): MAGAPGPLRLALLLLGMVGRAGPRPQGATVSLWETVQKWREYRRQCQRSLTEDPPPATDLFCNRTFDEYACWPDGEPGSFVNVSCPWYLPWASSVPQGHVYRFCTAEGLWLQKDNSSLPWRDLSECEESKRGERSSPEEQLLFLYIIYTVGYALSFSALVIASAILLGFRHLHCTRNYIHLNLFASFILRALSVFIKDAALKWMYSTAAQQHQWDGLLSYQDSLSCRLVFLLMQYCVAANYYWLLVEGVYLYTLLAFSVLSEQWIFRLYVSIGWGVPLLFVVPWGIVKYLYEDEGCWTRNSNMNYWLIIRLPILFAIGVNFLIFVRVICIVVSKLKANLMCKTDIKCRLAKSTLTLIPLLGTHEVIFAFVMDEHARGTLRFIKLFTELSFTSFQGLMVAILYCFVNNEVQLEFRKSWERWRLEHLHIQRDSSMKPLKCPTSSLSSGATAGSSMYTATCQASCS
# HT1080 IDH1KD tx = qHTS for induction of synthetic lethality in tumor cells producing 2HG: qHTS for the HT-1080-IDH1KD cell line; HT-1080 IDH1 knockdown viability, ATP luminescence, 48 h; Potency, µM (top dose mostly 46.1 µM), without a hit: at the highest dose activity, negative = toxicity, hits mostly cytotoxic; 2% of 360,000 active; AID 686971, 2013;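 also: potency is read from the fitted curve at half-maximal effect; 0% = DMSO wells and -100% = cell-free medium wells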
#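 In this qHTS, HT-1080 cells depleted of IDH1 are exposed for 48 h at 37 °C to compound titrations. Toxicity is scored from CellTiter-Glo luminescence, with DMSO as full viability and medium alone as none.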
# DRD3 agonist = qHTS of D3 Dopamine Receptor Agonist: qHTS | D3R DiscoveRx beta-arrestin cells, luminescence, 90 min | max activation, % | AID 652048, 2013 | 0.58% of 410,000 active; in the data active = max activation above about 30%; also: 0% is about no effect; mostly tested at two doses, the higher about 12 µM
# Target sequence (P35462 whole entry, looked up): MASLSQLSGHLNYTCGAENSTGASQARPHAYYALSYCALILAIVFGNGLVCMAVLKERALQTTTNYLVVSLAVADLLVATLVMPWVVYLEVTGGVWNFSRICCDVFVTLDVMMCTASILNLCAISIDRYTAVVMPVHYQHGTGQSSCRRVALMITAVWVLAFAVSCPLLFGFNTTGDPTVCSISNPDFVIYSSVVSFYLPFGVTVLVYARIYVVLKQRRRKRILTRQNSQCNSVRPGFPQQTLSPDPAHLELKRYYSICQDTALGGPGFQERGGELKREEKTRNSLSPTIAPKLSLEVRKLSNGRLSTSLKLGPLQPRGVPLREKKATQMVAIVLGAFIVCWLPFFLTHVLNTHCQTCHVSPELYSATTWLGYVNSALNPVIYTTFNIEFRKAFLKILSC
#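 Agonist-mode cell screen: cells plated at 1500/well and incubated overnight at 37 °C, then exposed to library compounds for 90 min at 37 °C. Detection reagent was added for 30–60 min at room temperature, and luminescence was read.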
# HT1080NT lethal = qHTS for induction of synthetic lethality in tumor cells producing 2HG: qHTS for the HT-1080-NT fibrosarcoma cell line; 1.6% of 360,000 active; Potency, µM (top dose mostly 46.1 µM), inactives show at the top dose activity, negative = less viability, hits mostly cytotoxic; HT-1080-NT fibrosarcoma viability, CellTiter-Glo ATP luminescence, 48 h;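 also: NT is the 2HG producing partner of a matched IDH1 knockdown line; potency is read from the fitted curve at half-maximal effect; 0% = DMSO-treated cells and -100% = media-only wells without cells; nearly all actives have a fitted effect of over 55% in size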
#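 Fibrosarcoma NT cells, 750 per well in 5% FBS RPMI, were exposed to compound for 48 hours. Viability: CellTiter-Glo luminescence.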
# KB-3-1 tox = qHTS assay for MDR1-selective chemotherapeutics: Primary screen using the parental adenocarcinoma cell KB-3-1; KB-3-1 viability, CellTiter-Glo ATP luminescence, 72 h; Potency, µM (highest dose often 46.1 µM), inactives show at the highest dose activity change, negative = cytotoxic, most hits filed as cytotoxic; 1.4% of 400,000 active; AID 1347075, 2019; also: potency is read from the fitted curve at half-maximal effect; % is scaled to controls: 0 for no effect and ±100 for the full control effect; nearly all actives have a fitted effect of over 60% in size
#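 Here the drug-naive KB-3-1 line serves as comparator for MDR sub-line selectivity; cells received compound titrations, 72 h at 37 °C, then CellTiter-Glo readout.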
# IL1B secr inh = qHTS for Inhibitors of Inflammasome Signaling: IL-1-beta AlphaLISA Primary Screen | THP-1 LPS/ATP IL-1B secretion, AlphaLISA, 16 h; active compounds read low | activity change, % at 57.5 µM | 4.7% of 360,000 active | AID 743279, 2014; in the data active = activity change below about -50%; inconclusive = mostly about -30% to -49%; also: % is scaled to controls: 0 for no effect and ±100 for the full control effect
#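 THP-1 cells pretreated 1 hr with compounds (up to 57.5 uM final), then stimulated with LPS (250 ng/mL final) plus ATP (1.25 mM final); secreted IL-1B measured by AlphaLISA after 16 hr, decreased signal indicating inhibition.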
# DRD3 antagonist = qHTS of D3 Dopamine Receptor Antagonist: qHTS. D3R cells, DiscoveRx beta-arrestin luminescence, antagonist mode; active compounds read low. max response, negative = inhibition, %. 2.5% of 360,000 active. AID 652054, 2013; in the data active = max response below about -50%; inconclusive = no clear call, values can overlap the other calls; also: % is scaled to controls: 0 for no effect and ±100 for the full control effect; mostly tested at two doses, the higher about 12 µM
#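 Cells expressing the human receptor were seeded at 1500 cells/well, incubated overnight at 37 degrees C in 5% CO2, then exposed to library compounds with dopamine controls for 90 minutes at 37 degrees C before luminescent detection.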
# KB-V1 cytotox = qHTS assay for MDR1-selective chemotherapeutics: Primary screen using the drug-selected MDR subline cells KB-V1; 3.4% of 400,000 active; AID 1347076, 2019; Potency, µM (series often up to 46.1 µM), without a hit: at the highest dose activity change, negative = cytotoxicity, usual class: cytotoxic; KB-V1 MDR cells viability, CellTiter-Glo, 72 h; also: potency is read from the fitted curve at half-maximal effect; % is scaled to controls: 0 for no effect and ±100 for the full control effect; nearly all actives have a fitted effect of over 60% in size
#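 Compound-treated KB-V1 multidrug-resistant cells, 72 h, 37 degrees C; viability by CellTiter-Glo. Fitted qHTS curves give the values.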
# SW480 rerep = A quantitative high throughput screen for small molecules that induce DNA re-replication in SW480 colon adenocarcinoma cells; Potency, µM (highest dose often 46.1 µM), for the others: at the highest dose re-replication activation, actives largely listed as activators; SW480 DNA re-replication, Hoechst DNA content imaging, 48 h; 1.8% of 340,000 active; also: potency is read from the fitted curve at half-maximal effect; % of control where 0% means no effect; nearly all actives have a fitted effect of over 55% in size
#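 Cells (250 per well) received 23 nL compound or DMSO by pin tool and were kept 48 hr at 37 C, 5% CO2. Nuclei were then stained with Hoechst for 40 min and scanned for DNA content.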
# * = called active by the depositor; ? = inconclusive; / = not tested or not shown; [ ] = another dose, or the depositor's remark. Unless noted, calls follow the shape of the dose curve; as a rule, active = well fitted curve in the direction sought with a large enough effect; inconclusive = small, poorly fitted or top-dose-only effect, or another doubt; inactive = no such curve, though single readings can be large; an effect the other way counts as inactive or inconclusive.
canonical_smiles,IL1B secr inh,HT1080 IDH1KD tx,DRD3 agonist,KB-3-1 tox,HT1080NT lethal,GLP-1R agonist,KB-V1 cytotox,DRD3 antagonist,SW480 rerep
Cc1cc(Br)c(S(=O)(=O)NCCN2CCOCC2)cc1C,1,2%,1,-1%,5%,-2%,?,16,-3%
O=C(c1cccs1)N1CCC(c2nc3c(nnn3Cc3c(Cl)cccc3Cl)c(=O)[nH]2)CC1,39,0%,2,-4%,?,18%,-2%,8,-10%
COc1cc2oc(=O)cc(-c3ccc(-c4ccc(N(C)C)cc4)cc3)c2c(OC)c1OC,13,-5%,-29,0%,-2%,-3%,0%,-10,-27%
C=C1[C@H](C)CN[C@H]1CCO,23,-4%,4,0%,4%,13%,-7%,-5,-3%
O=C1OC(Nc2ccc(Cl)cn2)c2ccccc21 (configuration not stated),0,17%,6,13%,15%,-9%,0%,12,-7%
O=C1OC(c2ccc3ccccc3c2O)(c2ccc3ccccc3c2O)c2ccccc21,-51*,?,0,?,0%,-3%,-9%,?,?
O=C(O)c1ccc(CN2C(=O)CSC2=S)cc1,-20,3%,-1,?,-1%,-10%,1%,15,14%
Cc1ccc(S(=O)(=O)NCCC(=O)N2CCCC(C)C2)cc1 (configuration not stated),-5,11%,-3,-3%,2%,9%,9%,-21,-34%
CCCCC(=O)N(CCOC)c1nnc(-c2ccccc2C)s1,-30,-5%,-11,-3%,-5%,13%,-7%,-27,-4%
O=C(Nc1ccccn1)c1cccc(S(=O)(=O)N2CCCC2)c1,12,1%,9,/,0%,-9%,/,5,-1%

# Other entries:
canonical_smiles,IL1B secr inh,HT1080 IDH1KD tx,DRD3 agonist,KB-3-1 tox,HT1080NT lethal,GLP-1R agonist,KB-V1 cytotox,DRD3 antagonist,SW480 rerep
COC(=O)c1ccc(CSc2nc3sc4c(c3c(=O)n2C)CCCC4)o1,21,?,10,-1%,-4%,-6%,-16%,3,1%
CC1CCCCN1C(=O)c1cc(S(=O)(=O)N2CCOCC2)ccc1Cl (configuration not stated),4,0%,9,2%,6%,10%,-4%,1,-6%
CCCCn1nnnc1C1(C)CCC(=O)N1Cc1ccc(F)cc1 (configuration not stated),0,2%,-2,7%,21%,10%,-23%,-7,/
CCN(c1ccccc1)S(=O)(=O)c1ccc(Cl)c(NC(=O)Nc2ccc(Cl)cc2C#N)c1,-53*,-34%,-4,?,-27%,-19%,?,?,?
CN(C)CCN1CCN(C2CN(Cc3cn(Cc4ccccc4C(F)(F)F)nn3)S(=O)(=O)C2)CC1 (configuration not stated),61,15%,5,0%,21%,-3%,0%,10,/
Cc1noc(C)c1C(=O)NC(C)c1ccc(Cl)cc1Cl (configuration not stated),-3,9%,-16,6%,-10%,9%,22%,-16,9%
O=C1C2C3CCC(O3)C2C(=O)N1c1cc(OCC(F)F)cc([N+](=O)[O-])c1 (configuration not stated),10,-2%,5,-2%,-9%,5%,3%,4,8%
COc1ccc(C2C(C(=O)c3ccccc3)=C(C)Nc3nc4ccccc4n32)c(OC)c1 (configuration not stated),18,13%,1,1%,1%,1%,8%,-20,-10%
O=C(CSc1ncn[nH]1)Nc1nc(-c2ccccc2)ns1,30,1%,10,-5%,-13%,7%,2%,29,0%
O=C(CCCn1c(=S)[nH]c2cc3c(cc2c1=O)OCO3)N1CCN(c2ccc(F)cc2)CC1,-17,-26%,36*,0%,-1%,0%,-18%,51,-1%

# Next section:
canonical_smiles,IL1B secr inh,HT1080 IDH1KD tx,DRD3 agonist,KB-3-1 tox,HT1080NT lethal,GLP-1R agonist,KB-V1 cytotox,DRD3 antagonist,SW480 rerep
Cc1ccc2c(c1)N(CCC(=O)NC1CC1)C(=O)C(C)O2 (configuration not stated),4,14%,1,5%,3%,-3%,-21%,-5,-9%
CC1CC(=O)c2cnc(NCC3CCCO3)nc2C1 (configuration not stated),8,17%,-11,-7%,14%,7%,-7%,16,-3%
Cc1cnc(C(=O)NCC(=O)Nc2ccccc2Br)cn1,16,13%,3,-1%,17%,5%,23%,3,?
O=C(Nc1ccccc1)N(CCc1nc2ccccc2[nH]1)C1CCCC1,-9,1%,-8,-22%,-18%,0%,16µM*,?,4%
COc1ccccc1CN1CC(C(=O)N(CCO)Cc2cccs2)CCC1=O (configuration not stated),6,7%,4,-4%,21%,0%,10%,4,-1%
Cc1ccc(NC(=O)CN(C)C(=O)Cn2cc(C(F)(F)F)ccc2=O)cc1,9,9%,2,1%,4%,6%,-1%,1,3%
O=C1CCC[C@@H]2CC(N3CCCCC3)C[C@@H]3CCN1[C@H]23 (some centres not stated),9,5%,-28,0%,12%,7%,0%,0,-1%
O=S(=O)(Nc1nc2ccccc2nc1-[n+]1ccccc1)c1ccc(Cl)cc1,7,21%,2,4%,24%,-9%,-2%,0,/
COCCCNC(=O)C[C@H]1C[C@H](C(=O)N(C(C)C)C(C)C)[C@@]2(C)c3[nH]c4cc(-c5ccco5)ccc4c3CCN2C1=O,?,1%,11,3%,-3%,-2%,-6%,18,?
O=C(c1ccccc1)c1ccncc1,-24,2%,2,4%,9%,-5%,?,0,-4%

# Going on with the list.
canonical_smiles,IL1B secr inh,HT1080 IDH1KD tx,DRD3 agonist,KB-3-1 tox,HT1080NT lethal,GLP-1R agonist,KB-V1 cytotox,DRD3 antagonist,SW480 rerep
CCOC(=O)CNC(=O)N1CCCC(Cc2ccccc2)(C(=O)OCC)C1 (configuration not stated),16,5%,2,1%,17%,-4%,9%,11,-2%
CCCCNS(=O)(=O)c1ccc(NC(=O)C2CCCO2)cc1 (configuration not stated),12,0%,-4,-4%,0%,3%,3%,-20,-2%
COc1cc2c(cc1NC(=O)c1cc(-c3ccncc3)nc3ccc(C)cc13)oc1ccccc12,4,3%,12,10%,9%,-5%,21%,37,3%
CCC(C)NC(=O)C(=O)NCc1ccccn1 (configuration not stated),-15,7%,7,-4%,13%,3%,9%,5,-19%
N/C(Cc1ccc([N+](=O)[O-])cc1)=N\OC(=O)c1ccccc1F,-7,-1%,2,8%,4%,15%,-9%,2,0%
O=C(O)CSCC(=O)N1CCN(c2nc3cc(Cl)ccc3s2)CC1,-3,12%,1,9%,5%,-2%,13%,1,-8%
CC(NC(=O)COC(=O)c1ccc2ccccc2n1)C1CC2CCC1C2 (configuration not stated),15,-3%,4,-1%,7%,11%,3%,8,-64%[inhibitor]
Cc1ccc(NCc2n[nH]c(=S)n2-c2ccccc2)c(C)c1,16,2%,-2,-4%,17%,0%,14%,-21,1%
NNc1cc([N+](=O)[O-])cc2c1C(=O)N(Cc1ccccc1)S2=O (configuration not stated),-4,11%,-3,2%,-1%,7%,1%,-6,-8%
CCOC(=O)CNC(=S)N(Cc1ccccc1)Cc1ccccc1F,-56*,-4%,-5,-8%,-2%,5%,?,-14,-20%

# (cont.)
canonical_smiles,IL1B secr inh,HT1080 IDH1KD tx,DRD3 agonist,KB-3-1 tox,HT1080NT lethal,GLP-1R agonist,KB-V1 cytotox,DRD3 antagonist,SW480 rerep
Cn1cc(CN2C[C@]3(C)C[C@H]2CC(C)(C)C3)c(-c2ccc3c(c2)OCCO3)n1,28,-10%,-4,6%,-14%,12%,-16%,22,-4%
COc1ccc(C2NC(=O)NC(c3ccccc3)=C2c2nc3ccccc3s2)cc1 (configuration not stated),?,?,9,-8%,?,-4%,?,7,?
O=C1Nc2ccc(Br)cc2/C1=C/C1CC=CCC1 (configuration not stated),-99*,21µM*,1,?,?,-5%,-12%,-15,?
COc1ccccc1OCCNC(=O)c1cccc(S(=O)(=O)N2CCN(C)CC2)c1,0,-2%,-12,7%,0%,8%,-11%,-11,-6%
COc1cccc(NC(=S)N(CCCN2CCOCC2)Cc2cn(C)c3ccccc23)c1,-13,-25%,-25,-2%,-26%,10%,-2%,-20,4%
O=C(CSc1nc2ccccc2c(=O)[nH]1)c1ccc(O)cc1O,28,?,14,6%,-30%,-2%,8%,91,17%
CCNC(=O)c1ccc(NS(=O)(=O)c2ccccc2)cc1,0,-6%,5,3%,7%,0%,-10%,5,4%
CC1=NN(c2nc(-c3ccc(C)cc3)cs2)C(=O)C1N=Nc1ccc(C(N)=O)cc1 (configuration not stated),40,?,0,-7%,-19%,-2%,-19%,?,19%
C[C@H](CO)N1C[C@H](C)[C@@H](CN(C)S(=O)(=O)c2ccccc2)Oc2ccc(NS(=O)(=O)c3cn(C)cn3)cc2C1=O,13,10%,-10,0%,5%,15%,-1%,-10,1%
Cc1ccc(-c2nn(CC(=O)Nc3cccnc3)c(=O)c3ccccc23)cc1,-20,3%,4,2%,2%,0%,-4%,-5,0%
O=C(O)C1C2C=CC(C2)C1C(=O)NCCc1ccncc1 (configuration not stated),8,9%,-10,14%,5%,2%,-8%,-25,-1%
CC1CCCCN1C(=O)COc1ccc2ccc(=O)oc2c1 (configuration not stated),0,17%,3,10%,6%,2%,-8%,-5,-3%
Cc1cc(C)c(NC(=O)C2CCCN2C)c(C)c1 (configuration not stated),0,7%,11,-4%,9%,-7%,1%,-11,-1%

# For convenience, part of the list above.
canonical_smiles,IL1B secr inh,HT1080 IDH1KD tx,DRD3 agonist,KB-3-1 tox,HT1080NT lethal,GLP-1R agonist,KB-V1 cytotox,DRD3 antagonist,SW480 rerep
COc1ccccc1OCCNC(=O)c1cccc(S(=O)(=O)N2CCN(C)CC2)c1,0,-2%,-12,7%,0%,8%,-11%,-11,-6%
COc1cccc(NC(=S)N(CCCN2CCOCC2)Cc2cn(C)c3ccccc23)c1,-13,-25%,-25,-2%,-26%,10%,-2%,-20,4%

# Assay outcomes deposited in PubChem by National Center for Advancing Translational Sciences (NCATS).

# No enrichment for hits; 12% or so of the library scored in one or more.
